# From PubChem BioAssay
# H37Rv inhibition – M. tuberculosis growth inhibition, HTS (AID 449762); M. tuberculosis H37Rv growth inhibition, 7H9 media; higher % means a stronger effect; hit rate 0.59% among 330,000; inhibition, % at 25 µM, or IC50 in µM where a hit was titrated; in the data active = a potency from the dose series; inconclusive = inhibition above about 70% without an active follow-up result;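 also: bacterial growth assessed after seven days of incubation; strong numbers were not always called active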
# M. tuberculosis – growth inhibition of non-replicating M. tuberculosis (AID 488890); hit rate 0.39% among 320,000; Mycobacterium tuberculosis non-replicating, growth inhibition; higher % means a stronger effect; inhibition, % at 25 µM, or IC50 in µM where a hit was titrated; in the data active = a potency from the dose series; inconclusive = inhibition mostly from about 82% at the one dose, without a potency; inactive = the rest, 99 in 100 with inhibition below about 76%;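 also: plate controls were DMSO cells for no effect and high antibiotic wells for full effect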
# influenza NS1A – NS1A inhibition, H1N1 influenza, cell based functional assay (AID 504329); hit rate 0.3% among 340,000; NS1A functional cell-based assay, percent inhibition; higher % means a stronger effect; one-dose inhibition, % at 12.5 µM; IC50 in µM for titrated hits; in the data active = a potency from the dose series; inconclusive = inhibition above about 27% without an active follow-up result; also: strong numbers were not always called active
# inhibitors of VEEV – inhibitors of VEEV TC-83 cytopathic effect, confirmation, Vero cells (AID 588727) | Vero cells, VEEV TC-83 cytopathic effect inhibition; higher % means a stronger effect | inhibition, % at 20 µM, or IC50 in µM where a hit was titrated | hit rate 0.13% among 350,000; in the data active = a potency from the dose series; inconclusive = inhibition mostly from about 14% at the one dose, without a potency; inactive = the rest, 99 in 100 with inhibition below about 12%; also: strong numbers were not always called active
# Salmonella PhoP GFP – PhoP regulon inhibitors, Salmonella typhi PhoP promoter GFP reporter, confirmatory (AID 1850); Salmonella Typhi PhoP-promoter GFP reporter, fluorescence, 4 h; higher % means a stronger effect; inhibition, % at 50 µM, or IC50 in µM where a hit was titrated; hit rate 0.33% among 310,000; in the data active = a potency from the dose series; inconclusive = inhibition mostly from about 25% at the one dose, without a potency; inactive = the rest, 99 in 100 with inhibition below about 19%;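 also: 0% = induced wells with vehicle and 100% = uninduced wells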
# inhibitors of VEEV 10K pilot screen – further read-out of inhibitors of VEEV, marked with its call; inhibition, %; measured here: 10K pilot screen inhibition
# An asterisk follows results filed as active; i = inactive; ? = inconclusive; . = not tested or not shown; & = joins results of further samples.
SMILES,H37Rv inhibition,M. tuberculosis,influenza NS1A,inhibitors of VEEV,Salmonella PhoP GFP,others
Cc1[nH]c2ccccc2c1C(=O)CN1CCC(C)CC1,-7%,18%,10%,1.2%,1%,
CCN1C[C@@H]2[C@@H]3C(=O)N(Cc4ccccc4)C(=O)[C@@H]3[C@](C)(C1=O)N2C(=O)c1ccc(C)cc1,.,.,-2%,0.3%,.,
Cn1ncc(Br)c1C(=O)NC1CCCC1,5%,5%,-12%,2.5%,8%,
O=C1C2C3C=CC(C3)C2C(=O)N1c1ccc(S(=O)(=O)Nc2nccs2)cc1 (stereo not drawn),-6%,34%,-7%,0.9%,11%,
Cc1sc(NC(=O)c2ccccc2)c(C#N)c1-c1ccccc1,6%,-11%,22%,3.3%,-4%,
O=C(Cc1ccccc1)NCC(=O)Nc1cccc(Cl)c1,4%,5%,-11%,3.0%,26%,
COc1ccc(OCC(=O)NCC(c2cccs2)N2CCOCC2)cc1 (stereo not drawn),0%,4%,-8%,4.0%,4%,
O=C(Nc1cnn(Cc2c(Cl)cccc2Cl)c1)C(c1ccccc1)c1ccccc1,-8%,9%,-7%,0.9%,-2%,
CCOc1cc(/C=N/NC(=O)c2cccs2)ccc1OC(=O)N1CCOCC1,-5%,70%,-4%,3.2%,-8%,
COc1ccc(Cn2nnnc2CN2CCC(O)(c3ccc(F)cc3)CC2)cc1,2%,9%,-1%,1.0%,-19%,
Cc1cc(C)n2nc(C(=O)OCC(=O)N(CC(C)C)CC(C)C)nc2n1,1%,-1%,-1%,0.6%,-1%,
C#CC[N+](C)(C)CC#Cc1ccccc1,0%,-7%,-1%,0.7%,-7%,inhibitors of VEEV 10K pilot screen=1.0
COc1cc(NC(=O)c2ccc([N+](=O)[O-])o2)ccc1NC(=O)c1ccco1,?,.,-5%,0.1%,6%,
CCc1sc(-c2c(C#N)c(N)nc3c2CCCCCC3)cc1[N+](=O)[O-],5%,11%,16%,i,-2%,
O=C(O)CSc1nc(-c2ccccc2)c(-c2ccccc2)[nH]1,-2%,69%,-17%,0.4%,0%,
C(=N\N1CCN(Cc2ccccc2)CC1)/c1cccs1,-4%,3%,-2%,1.6%,-1%,
CC1=CC(C)C2C(=O)N(c3ccccc3)C(=O)C2C1 (stereo not drawn),10%,1%,4%,i,-3%,
CCOC(=O)c1nnn(-c2nonc2N)c1CN(C)C1CCCCC1,1%,-1%,-1%,0.0%,5%,
CCCn1nc(C(=O)Nc2cccc(C(=O)OC)c2)c2ccccc2c1=O,-4%,6%,-7%,7.5%,-6%,
Cc1ccc(-c2nnn(CC(=O)N(CCO)C(C(=O)NC3CCCCC3)c3ccncc3)n2)o1 (stereo not drawn),-10%,3%,.,0.6%,-14%,

# Five structures from above, arranged by length of the SMILES, largest number first:
SMILES,H37Rv inhibition,M. tuberculosis,influenza NS1A,inhibitors of VEEV,Salmonella PhoP GFP,others
O=C(Nc1cnn(Cc2c(Cl)cccc2Cl)c1)C(c1ccccc1)c1ccccc1,-8%,9%,-7%,0.9%,-2%,
CCc1sc(-c2c(C#N)c(N)nc3c2CCCCCC3)cc1[N+](=O)[O-],5%,11%,16%,i,-2%,
CCCn1nc(C(=O)Nc2cccc(C(=O)OC)c2)c2ccccc2c1=O,-4%,6%,-7%,7.5%,-6%,
C(=N\N1CCN(Cc2ccccc2)CC1)/c1cccs1,-4%,3%,-2%,1.6%,-1%,
C#CC[N+](C)(C)CC#Cc1ccccc1,0%,-7%,-1%,0.7%,-7%,inhibitors of VEEV 10K pilot screen=1.0

# The results go on.
SMILES,H37Rv inhibition,M. tuberculosis,influenza NS1A,inhibitors of VEEV,Salmonella PhoP GFP,others
CCC(CC)C(=O)Nc1cc(C)cc(C)c1,-3%,6%,15%,0.6%,7%,
C[C@@H]1CN([C@H](C)CO)C(=O)c2cccc(NC(=O)c3ccncc3)c2O[C@@H]1CN(C)Cc1ccc(C(=O)O)cc1,2%,2%,3%,i,.,inhibitors of VEEV 10K pilot screen=0.0
Cc1cc(=O)oc2cc(OCC(=O)Nc3nnc(CC(C)C)s3)ccc12,-3%,-18%,5%,0.2%,1%,
CCCCN1CCc2[nH]c(=S)[nH]c(=O)c2C1,6%,-19%,12%,i,-7%,
Cc1cnc(C(=O)OC(C)C(=O)Nc2ccccc2-c2ccccc2)cn1 (stereo not drawn),3%,-6%,-2%,1.3%,4%,
CCOc1ccc(Cn2nnc(C(=O)Nc3ccc(OC)cc3OC)c2N)cc1,-7%,50%,11%,i,-10%,
O=C(Cn1cnc2c(nnn2-c2ccccc2)c1=O)N1CCOCC1,-2%,-21%,16%,0.5%,-4%,
O=C(NCCS(=O)(=O)N1CCN(c2ccc(F)cc2)CC1)c1ccc2c(c1)OCO2,-1%,0%,1%,0.4%,9%,
O=C(NCc1cccnc1)c1cccc(S(=O)(=O)NCc2ccccc2)c1,-5%,4%,-2%,1.1%,-8%,
O=S(=O)(c1ccccc1)c1nc(-c2ccco2)oc1NCCCN1CCOCC1,-9%,-5%,-8%,1.2%,-5%&-27%,
Cc1ccc(-c2cc(C(F)F)n3ncc(C(=O)N4CCN(c5ccccn5)CC4)c3n2)cc1,9%,.,0%,8.3%,-7%,
CS/C(=N\S(=O)(=O)c1cccs1)Nc1ccc(Br)cc1F,0%,64%,0%&5%,1.3%&0.7%,10%,
O=C(CNCc1ccccc1Cl)Nc1ccc(C(=O)N2CCCCC2)cc1,9%,-15%,0%,1.8%,-25%,
C[C@]12CC[C@H](O)C[C@@H]1CC[C@@H]1[C@@H]2CC[C@]2(C)C(=O)CC[C@@H]12,2%,14%,4%,4.5%,-2%,
O=C1NC2CCc3nc4ccccc4c(=O)n3C2=Nc2ccccc21 (stereo not drawn),-7%,17%,1%,0.5%,6%,
O=C(CNC(=O)c1ccc(Br)o1)NCc1ccccc1Cl,1%,0%,-26%,2.2%,-3%,
COc1ccccc1NC(=O)CSc1nnc(-c2ccoc2C)n1CC1CCCO1 (stereo not drawn),0%,0%,-1%,7.3%,-13%,
CCOc1ccc(C/C(O)=C2\C(=O)CC(C)(C)CC2=NCC(=O)O)cc1OCC,0%,8%,.,0.5%,-12%,
CN(C)S(=O)(=O)c1ccc(S(=O)(=O)NCCN2CCOCC2)cc1,2%,-6%,0%,0.5%,-1%,
COc1cccc(-c2nc(CS(=O)CC(=O)NC3CC3)c(C)o2)c1 (stereo not drawn),-10%,-8%,-21%,0.7%,8%,

# Random excerpt: two entries already listed.
SMILES,H37Rv inhibition,M. tuberculosis,influenza NS1A,inhibitors of VEEV,Salmonella PhoP GFP,others
Cc1ccc(-c2cc(C(F)F)n3ncc(C(=O)N4CCN(c5ccccn5)CC4)c3n2)cc1,9%,.,0%,8.3%,-7%,
O=C(NCCS(=O)(=O)N1CCN(c2ccc(F)cc2)CC1)c1ccc2c(c1)OCO2,-1%,0%,1%,0.4%,9%,

# Other results:
SMILES,H37Rv inhibition,M. tuberculosis,influenza NS1A,inhibitors of VEEV,Salmonella PhoP GFP,others
O=C(NCCc1ccccc1)c1cc(S(=O)(=O)N2CCOCC2)ccc1F,-7%,-1%,4%,2.9%,2%,
Cc1cc(C)cc(C(=O)n2cnnc2N)c1,9%,9%,-5%,1.6%,2%,
O=C(CSc1nnnn1C1CCCCC1)Nc1ccccc1F,0%,44%,-2%,0.1%,-10%,
O=C(NC(=S)Nc1ccccc1O)c1ccc(-c2ccc(Cl)cc2)o1,?,5%,-8%,0.1%,-9%,
CCN1CCN(CC(=O)Nc2ccccc2)C(=O)C1=O,-9%,.,2%,1.9%,-3%,
COc1ccc(S(=O)(=O)Nc2cc(C)on2)cc1NC(C)=O,-10%,-17%,-11%,0.5%,.,
Cc1noc(/C=C/N(C)C)c1S(=O)(=O)NC1CCCCC1,-8%,28%,-2%,2.7%,-2%,
O=C(c1cnn2c(C(F)(F)F)cc(-c3ccc4c(c3)OCO4)nc12)N1CCCC1,-7%,7%,0%,1.7%,7%,
CCn1ccc(C(=O)Nc2ccccc2SC)n1,9%,7%,-2%,0.1%,-8%,
CN(C)S(=O)(=O)c1ccc(N2CCCC2)c(C(=O)NNC(=O)COc2cccc(F)c2)c1,-18%,1%,-5%,4.0%,.,
Oc1ccccc1/C=N/c1c(-c2ccco2)nc2ccccn12,-1%,-6%,10%,3.8%,4%,
Fc1cccc(C[n+]2csc3ccccc32)c1,10%,65%,26%,1.1%,8%,
CC(=O)Nc1ccc2c(c1)Cc1c(F)cccc1-2,.,.,4%,2.8%,.,
Cc1ccc(S(=O)(=O)NC(=NC(Cc2ccccc2)C(=O)O)c2ccccc2)cc1 (stereo not drawn),-9%,-4%,6%,2.1%,1%,
C[C@H](CO)N1C[C@H](C)[C@@H](CN(C)S(=O)(=O)c2cccs2)Oc2ccc(NS(=O)(=O)c3ccc(F)cc3)cc2C1=O,2%,32%,7%,9.6%,.,
CCN(c1ccccc1)S(=O)(=O)c1ccc(OC)c(NC(=O)CCc2nc3ccccc3c(=O)[nH]2)c1,-5%,40%,-12%,2.9%,9%,
CCCCCCn1c(O)c(C=NCCCn2ccnc2)c(=O)[nH]c1=O,5%,8%,3%,0.1%,-8%,
Cc1cc(=O)n2nc(N3CCCC3C(=O)NCCCN3CCCCC3)sc2n1 (stereo not drawn),5%,-8%,11%,7.8%,0%,
CCOc1ccc(NC(=O)CCNS(=O)(=O)c2ccc3c(c2)oc(=O)n3C)cc1,-10%,-5%,-6%,2.2%,-2%,
CC(C)Cc1nnc(NC(=O)CSc2nc(=O)cc(N)n2-c2ccccc2)s1,3%,2%,-4%,1.0%,-4%&-1%,
CSCC(=O)NCC1(N(C)Cc2ccccc2)Cc2ccccc2C1,3%,4%,-2%,i,-9%,
COc1ccc(OC)c(/C=N/NC(=O)c2cc3c(OC)cc(OC)cc3[nH]2)c1,-11%,18%,-19%,?,5%,
COc1c2ccoc2c(OC[C@@H](OC(C)=O)C(C)(C)O)c2oc(=O)ccc12,-6%,-8%,-4%,0.1%,.,
Cc1ccc(NS(=O)(=O)c2ccc(C(=O)N3CCN(c4ccccn4)CC3)cc2)cc1,7%,7%,-6%,7.3%,8%,
COc1ccc(CCNC(=O)c2ccc(CN3CCOCC3)cc2)cc1,1%,1%,9%,0.8%,-7%,
Clc1ccc(-n2nnnc2Sc2ncnc3sccc23)cc1,?,?,-4%,6.4%,7%,
CCc1ccc(OCC(=O)Nc2cccc3nsnc23)cc1,61%,?,-17%,0.6%,1%,
CCN(CC)C(=O)C1CCN(S(=O)(=O)c2c(C)noc2/C=C/c2cccc(C)c2)CC1,2%,30%,4%,3.0%,-9%,
CC1(C)NC(C)(C)C(O)(C(N)=O)C1=O (stereo not drawn),-5%,-2%,-1%,2.7%,-10%,
Cc1ccc2nc(N3CCN(c4cccc(C)c4C)CC3)c3nnnn3c2c1,-6%,6%,-9%,4.8%,-7%,
COc1ccc(-c2c(C)nc3c(-c4ccsc4)cnn3c2N)cc1,-5%,-1%,-4%,1.4%,5%,
Cn1c(=O)c2c(-c3ccc(OC(F)F)cc3)cc(-c3ccccc3)nc2n(C)c1=O,1%,36%,.,.,-1%,
COc1ccc2sc(-c3ccccc3OC)c(-c3ccc(OCCN4CCOCC4)cc3)c2c1,.,.,1%,1.4%,.,
COC(=O)c1[nH]c2cc(OC)c(OC)cc2c1/C=N/Nc1ccccc1,66%,34%,-2%,7.9%,0%,
O=C(NCc1ccc2c(c1)OCO2)C(=O)NCC(c1ccco1)N1CCN(c2ccccc2)CC1 (stereo not drawn),38%,13%,-2%,0.6%,6%,
COc1ccc(N=Cc2c(O)n(CC3CCCO3)c(=O)[nH]c2=O)cc1 (stereo not drawn),?,18%,-4%,0.7%,24%,
O=C(Nc1ccccc1)C1=C[C@@H](C2CCCCC2)C[C@@H](OCCCCO)O1,-3%,18%,7%,i,-4%,inhibitors of VEEV 10K pilot screen=0.7
CCN(CC)CCN(C(=O)c1ccc2c(c1)OCCO2)c1nc2ccc(C)cc2s1,-5%,2%,11%,0.9%,5%,
COc1cccc(C2C(C(=O)c3cc4ccccc4o3)=C(O)C(=O)N2CCN2CCOCC2)c1 (stereo not drawn),31%,-3%,-1%,0.8%,-27%,
O=c1cc(N2CCN(Cc3ccccc3)CC2)[nH]c(=O)n1-c1ccc(Br)cc1,0%,.,8%,i,1%,
Cc1cccc(C(=O)NCC(=O)OCCOc2ccccc2Cl)c1,-6%,11%,7%,0.6%,7%,
COc1cc(/C=C/C(=O)OCC(=O)NC(C)c2ccccc2)cc(OC)c1OC (stereo not drawn),1%,11%,-20%,?,.,
CCOc1cc(C)c(S(=O)(=O)Nc2ccc3cn[nH]c3c2)cc1C,-12%,3%,-1%,i,-5%,
CSc1ccccc1NC(=O)CCn1c(=O)sc2ccccc21,-4%,8%,-10%,5.6%,3%,
CCOC(=O)c1cc2c(cn1)[C@H](CCO)NC2,.,.,-21%,1.9%,.,
